# Screens as filed in PubChem.
# MCL1-BIM inh: inhibitors of MCL1 binding to BIM-BH3, primary screen, biochemical, fluorescence polarization. GST-MCL1 / FITC-Bim-BH3 fluorescence polarization. inhibition, % at 10.9 µM. hit rate 0.68% among 320,000;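 active means inhibition above the mean inhibition of all tested compounds plus 3 SD, set per campaign, cut at about 40% in these data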;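 further: 0% = DMSO wells and 100% = unlabeled Bim-BH3 peptide control; higher means more loss of mP so more displacement of Bim peptide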
# Fam108B counter: mouse Fam108B serine hydrolase inhibitors, primary screen, counter-screen for RBBP9 inhibitor project, biochemical, fluorescence polarization; recombinant Fam108B, FP-Rh probe fluorescence polarization; inhibition, % at 9.51 µM; hit rate 0.33% among 300,000;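 active means inhibition above the screen mean inhibition plus 3 SD, computed separately per campaign, cut at about 18% in these data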;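 further: inhibitors lower polarization as less probe binds the enzyme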
# PAD4 inh: human PAD4 inhibitors, primary screen, biochemical, fluorescence polarization, 1536-well format. Protein-arginine deiminase type-4 (Homo sapiens), Q9UM07. recombinant PAD4, RCA probe fluorescence polarization. inhibition, % at 6.36 µM. hit rate 0.41% among 330,000. AID 485272, 2010;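 active means percent inhibition above a cutoff equal to the mean of all tested compounds plus 3 SD, cut at about 15% in these data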;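 further: 0% = PAD4 with RCA probe and DMSO and 100% = probe without PAD4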
# Target sequence (Q9UM07 whole entry, looked up): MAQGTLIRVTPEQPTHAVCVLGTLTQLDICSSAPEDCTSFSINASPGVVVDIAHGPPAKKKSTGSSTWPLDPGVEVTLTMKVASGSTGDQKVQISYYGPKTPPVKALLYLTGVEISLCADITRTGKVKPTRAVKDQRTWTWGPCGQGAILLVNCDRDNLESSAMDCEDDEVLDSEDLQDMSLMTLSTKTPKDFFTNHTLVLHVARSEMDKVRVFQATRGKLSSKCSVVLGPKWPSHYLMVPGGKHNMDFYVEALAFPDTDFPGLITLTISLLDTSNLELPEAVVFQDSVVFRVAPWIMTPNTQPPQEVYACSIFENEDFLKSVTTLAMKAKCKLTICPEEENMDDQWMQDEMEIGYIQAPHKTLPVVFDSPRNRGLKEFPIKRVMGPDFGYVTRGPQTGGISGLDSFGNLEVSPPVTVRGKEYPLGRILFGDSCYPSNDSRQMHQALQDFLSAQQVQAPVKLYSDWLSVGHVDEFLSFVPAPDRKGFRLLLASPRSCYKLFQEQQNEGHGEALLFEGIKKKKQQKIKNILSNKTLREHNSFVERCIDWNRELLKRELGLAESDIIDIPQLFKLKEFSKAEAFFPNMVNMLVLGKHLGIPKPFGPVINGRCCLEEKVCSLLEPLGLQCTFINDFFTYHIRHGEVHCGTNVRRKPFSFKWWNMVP
# GLD-1 TGE inh: GLD-1/TGE RNA complex disruptors, primary screen, biochemical, fluorescence polarization | Female germline-specific tumor suppressor gld-1 (Caenorhabditis elegans), Q17339 | purified GLD-1 + fluorescein TGE RNA | inhibition, % at 5.96 µM | hit rate 0.44% among 320,000 | AID 2280, 2010;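 active means percent inhibition above a per-plate cutoff, the plate mean of test compounds plus 3 SD, cut at about 30% in these data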;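 further: 0% = DMSO wells with GLD-1 and probe and 100% = wells lacking GLD-1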
# TPT1 inh: Candida albicans TPT1 enzyme inhibitors, primary screen, biochemical, fluorescence polarization; tRNA 2'-phosphotransferase TPT1 (Candida albicans SC5314); recombinant caTPT1, FP RNA substrate dephosphorylation; inhibition, % at 5 µM; hit rate 0.81% among 300,000;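 active means inhibition above the mean of all tested compounds plus 3 SD, set per screening campaign, cut at about 24% in these data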;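 further: plate controls were DMSO alone for no effect and ferristatin control at 100 nM for full effect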
# MEX-5 binding: MEX-5 zinc finger RNA-binding disruptors – biochemical, C. elegans, fluorescence polarization, MLPCN library, primary screen; hit rate 0.38% among 300,000; MEX-5/FITC-TCR2 RNA binding; active compounds read low; Zinc finger protein mex-5 (Caenorhabditis elegans), Q9XUB2; activity score (negative = inhibition of binding), % at 10 µM;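 active means inhibition past about -25% in most replicates, and total fluorescence under double the plate's negative control median, limit read from the data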;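 further: 0% = DMSO and -100% = 5 µM competing unlabeled TCR2 RNA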
# GSTO1 inh: inhibitors of recombinant GSTO1, primary screen, counter-screen for RBBP9 inhibitor project, biochemical, fluorescence polarization; Glutathione S-transferase omega-1 (Homo sapiens), P78417; inhibition, % at 5.96 µM; AID 1974, 2009; activity-based probe fluorescence polarization; hit rate 1.1% among 300,000;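 active means inhibition above the campaign mean inhibition plus 3 SD, cut at about 35% in these data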;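 further: 0% = GSTO1-1 with DMSO and 100% = wells lacking GSTO1-1 enzyme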
# PME-1 primary: PME-1 inhibitors via competitive probe labeling, primary screen, biochemical, fluorescence polarization, FP-Rh probe, HTS; AID 2130, 2009; Protein phosphatase methylesterase 1 (Homo sapiens), Q9Y570; recombinant PME-1; inhibition, % at 5.9 µM; hit rate 0.53% among 320,000;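 active means inhibition above the campaign mean of all compounds plus 3 SD, cut at about 26% in these data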;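 further: competitive labeling of PME-1 active site by serine hydrolase directed probe; 0% = PME-1 with DMSO and 100% = wells lacking PME-1 enzyme; inhibitors block probe labeling so polarization falls and inhibition rises; many of its hits are not listed in these tables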
# Bcl-xL primary: inhibitors of human Bcl-xL, primary screen, biochemical, fluorescence polarization, HTS | GST-Bcl-xL / FITC-Bim BH3 peptide fluorescence polarization | inhibition, % at 10.9 µM | hit rate 0.7% among 320,000;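 active means inhibition above the mean of all tested compounds plus 3 SD, cutoff set per campaign, cut at about 30% in these data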;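 further: 0% = DMSO wells and 100% = unlabeled Bim-BH3 peptide competitor; inhibitors lower millipolarization by displacing the labeled peptide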
# Target sequence (Q07817 whole entry, looked up): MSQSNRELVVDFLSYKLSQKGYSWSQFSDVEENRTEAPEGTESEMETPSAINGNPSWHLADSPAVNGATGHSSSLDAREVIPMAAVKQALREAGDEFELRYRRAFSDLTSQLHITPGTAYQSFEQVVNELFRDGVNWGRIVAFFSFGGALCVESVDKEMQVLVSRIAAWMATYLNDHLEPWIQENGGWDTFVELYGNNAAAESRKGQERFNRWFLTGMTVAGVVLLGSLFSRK
# Numbers without * were called inactive; . = no result given; & = joins results of further samples.
SMILES,MCL1-BIM inh,Fam108B counter,PAD4 inh,GLD-1 TGE inh,TPT1 inh,MEX-5 binding,GSTO1 inh,PME-1 primary,Bcl-xL primary
CCC(C)(C)n1nnnc1C(c1cc2cc(C)ccc2[nH]c1=O)N1CCCC1 (stereo not drawn),1,-1,-6,-1,8,1.6,-1,-3,2
COc1cccc(CSc2nnc(-c3ccco3)n2C)c1,0,-1,-3,2,1,-1.1,4,-3,-1
Cc1nn(C)cc1CNC(=O)c1cccc(F)c1,8,0,-2,-3,1,2.6,1,2,4
Cn1c(COc2ccc(Br)cc2)nnc1SC1CCc2ccccc2C1=O (stereo not drawn),-5,-2,0,-7,-2,-0.4,6,5,-14
NNC(=O)c1sccc1OCc1ccc(Cl)cc1Cl,12,-2,-4,2,-1,-2.6,-8,-1,5
CC(=O)c1ccc(NC(=O)c2ccc(S(=O)(=O)N3CCCC3)cc2)cc1,4,-1,-2,0,0,-0.3,-2,1,4
COC(=O)c1nc(-c2ccccc2)oc1N1CCOCC1,0,-4,3,-4,-3,0.2,10,-2,6
CCOC(=O)c1c(S(=O)(=O)Nc2ccc(CN3CCC(C)CC3)cc2)c(C)n(C)c1C,-1,4,2,1,-3,0.9,-2,-1,4
Cc1c[n+]([O-])n(-c2ccc(C(=O)O)cc2)n1,0,-3,1,-11,-5,-2.4,12,-4,8
O=C(N/N=C/c1ccc(F)cc1)c1cc[n+]([O-])cc1,-4,1,3,6,-2,0.4,5,-1,3
CCOC(=O)C1=C(C)NC(=O)NC1c1ccc(F)cc1 (stereo not drawn),-1,-4,0,-6,-3,0.7,-2,2,1
O=C(N/N=C/C(Br)=C/c1ccccc1)c1cccnc1,4,1,-1,-6,1,-2.5,7,1,1
N=C1C(c2nc3ccccc3s2)=C(O)CN1c1ccccc1,2,-1,-3,0,2,-0.6,7,0,4
N#Cc1ccccc1NC(=O)CN1CCN(Cc2ccccc2)CC1,7,-2,0,-1,-2,1.1,-2,1,6
COc1ccc(CCN(C(=O)COc2ccccc2)c2nc(-c3ccccc3)cs2)cc1OC,-3,-3,1,0,1,1.0,-2,-3,2
CC1CCCCC1NC(=O)Cn1cnc2ccccc2c1=O (stereo not drawn),1,-5,-7,-3,0,0.0,-11,-5,2
O=C(Nc1ccc(Cl)cc1)N1CCSc2ccccc21,0,-6,-6,-3,1,1.0,12,4,2
Cn1cc([N+](=O)[O-])c(C(=O)Nc2sc3c(c2C#N)CCC3)n1,5,4,-5,3,-3,-2.3,11,0,6
CC1(OC(=O)c2cccs2)C(=O)C=C2C=C3CCCN3C=C2C1=O (stereo not drawn),63*,14,15*,11,-2,-27*,60*,0,24
Cc1ccc(S(=O)(=O)CCSc2nc(C)cc(C)c2C#N)cc1,1,6,1,-3,0,1.0,3,21,0
O=C(COc1ccc([N+](=O)[O-])cc1Cl)N1CCOCC1,1,8,0,-2,0,0.8,1,0,1
COc1ccc([N+](=O)[O-])cc1NC(=O)Cc1ccccc1Cl,-3,3,-4,6,2,-1.9,0,-2,1
COc1cc(OC)c(OC)cc1/C=N/Nc1nc2ccccc2[nH]1,-1,11,3,2,1,-1.6,8,-19,2
COC(=O)Nc1nn(-c2ccc(OC)cc2)c(=O)c(C#N)c1C,6,3,-3,8,-1,-0.7,5,-2,7
CCCCN(CCCC)S(=O)(=O)c1ccc(NC(=O)Cc2cccs2)cc1,0,-25,-5,0,-3,0.4,-9,-41,1
# More entries
SMILES,MCL1-BIM inh,Fam108B counter,PAD4 inh,GLD-1 TGE inh,TPT1 inh,MEX-5 binding,GSTO1 inh,PME-1 primary,Bcl-xL primary
Cn1cc(CNCc2ccccc2OCC(O)CN2CCc3ccccc3C2)cn1 (stereo not drawn),2,-4,1,7,26*,-1.1,2,-2,-1
CC1=C(C(=O)NCc2ccc(Cl)cc2)C2(CCC(C)CC2)OC1=O (stereo not drawn),-5,0,-2,10,0,0.4,7,-2,0
Cc1cc(=O)oc2c3c(cc(OCC(=O)NCCN4CCOCC4)c12)OC(C)(C)CC3,5,-3,6,2,0,-0.3,10,2,1
COc1ccc(CNC(N)=O)cc1OC,-2,-3,-1,-1,-3,2.7,-4,-6,4
c1ccc(COCCC2CO2)cc1 (stereo not drawn),1,-1,0,5,-4,-0.7,61*,-4,6
CCOC(=O)N1CCN(c2c(-c3ccccc3)c3cc(Cl)ccc3[nH]c2=O)CC1,-3,1,3,-4,-5,.,0,3,6
CN(c1cccc(NC(=O)c2ccc(Cl)c(S(=O)(=O)Nc3ccccc3)c2)c1)S(C)(=O)=O,-1,2,3,-2,-2,0.2,-4,-8,2
COc1ccc(CNC(=O)c2csc(Cc3ccc(Cl)cc3)n2)cc1,1,-5,-3,-5,-1,1.4,-5,5,-1
CCOc1ccc2nc(NC(=O)c3ccc(OCC4CCCO4)cc3)sc2c1 (stereo not drawn),-7,-3,0,-5,-1,-1.2,-3,-25,-5
CCC(=O)NC(Nc1ncc(C)s1)(C(=O)OC)C(F)(F)F (stereo not drawn),8,4,7,7,-6,-3.1,-3,0,3
NCCCn1c(C(=O)c2cc(Cl)c(N)c(Cl)c2)c2ccc([N+](=O)[O-])cc2[n+]1[O-],8,-5,-11,-11,-1,-13,28,6,7
O=C(CSc1ccccc1)NC1CCCCCC1,3,-1,1,3,-3,1.0,14,-12,5
COc1ccccc1C(=O)NCCC(=O)NCc1ccncc1,-2,.,-3,2,.,.,.,-4,-3
CCOC(=O)COc1c(Br)cc(C2NC(=O)NC(C)=C2C(C)=O)cc1OC (stereo not drawn),5,3,1,3,-1,-0.5,-6,1,3
Cc1cccc(OCC(=O)N(C)CCc2ccccn2)c1,0,-3,0,2,-1,-0.5,-4,-2,7
COC(=O)c1nnn(-c2nonc2N)c1CSc1nc2ccccc2o1,4,3,3,-6,5,2.6,5,8,1
CCN(C(=O)COC(=O)/C(C#N)=C/c1ccc(OC)cc1)C1CCS(=O)(=O)C1 (stereo not drawn),-1,3,-3,5,-2,0.7,2,-1,4
Cc1nnc(SCC2=C(C(=O)O)N3C(=O)[C@@H](NC(=O)Cn4cnnn4)[C@H]3SC2)s1,2&6,-3&0,-5&-4,4&4,0&-3,2.1&-4.1,2&-1,-6&0,9&9
CC(C)OC(=O)C(C(=O)C(F)(F)F)c1cc(NS(=O)(=O)c2ccc3ccccc3c2)c2ccccc2c1O (stereo not drawn),2,8,-19,8,-2,-0.1,16,15,3
Cc1ccc(CC2C(=O)N(c3ccc(F)cc3)C(=O)C2C)cc1 (stereo not drawn),0,-1,-5,0,3,4.5,0,-2,-5
CCOc1ccc(CNC(=O)c2ccccc2NC(=O)C2=CSCCO2)cc1,-1,-5,-2,3,-2,2.2,-7,-6,3
O=C1C=C(c2cccc(CO)c2)C[C@@H](c2ccc(Cl)cc2)C1,3,.,-1,0,.,.,.,10,1
N#C/C(=C\c1cccn1-c1ccccc1)C(=O)NC1CCCCC1,-10,5,-4,-1,0,-2.2,-6,-7,2
CCC/C=C(\CCC)C(NC(=O)c1ccc(C(F)(F)F)cc1)c1ccccc1 (stereo not drawn),6,-10,-1,-3,-4,-2.3,-3,-11,5
O=C(C1CCN(c2nnc(N3CCCC3=O)s2)CC1)N1CCN(c2cccc(C(F)(F)F)c2)CC1,2,1,3,-2,1,-0.5,-4,4,1
# The results go on.
SMILES,MCL1-BIM inh,Fam108B counter,PAD4 inh,GLD-1 TGE inh,TPT1 inh,MEX-5 binding,GSTO1 inh,PME-1 primary,Bcl-xL primary
Cc1cnc(C(=O)OC(C)C(=O)Nc2ccc3c(c2)OCCO3)cn1 (stereo not drawn),0,2,-1,-1,0,-2.3,5,4,5
CC(=O)Nc1nc2c(s1)C(=O)NCC(C)(C)C2,7,1,-2,1,3,0.9,-1,-3,7
CCN(CC)C1CCN(C(=O)c2cc(COc3ccccc3SC)on2)C1 (stereo not drawn),-4,0,2,-3,0,-0.5,5,4,3
O=C(c1noc2c1CCCC2)N1CCc2c([nH]c3ccccc23)C1c1ccccn1 (stereo not drawn),1,-1,-3,11,2,1.8,5,3,2
O=C(O)c1ccccc1C(=O)NCCCCCCNC(=O)c1ccccc1C(=O)O,7,5,-5,-6,-4,-1.4,8,-5,4
CCN(C(=O)c1ccc(C)c(Br)c1)c1ccccc1,4,-2,-2,6,-20,2.1,6,2,4
COc1ccc(/C=C(/C#N)C(=O)NC2CCCCC2)cc1Br,2,0,-2,2,2,-2.3,3,3,8
CN(C)C(=O)CSc1cnc2ccccc2n1,-1,-2,10,-6,1,1.9,2,-4,0
CCNC(=O)CSc1nc2cc([N+](=O)[O-])ccc2n1-c1cccc(C(F)(F)F)c1,-13,-3,-2,-1,-1,3.1,3,2,2
Cc1ccc(-c2ccc(CCC(=O)O)n2Cc2ccco2)cc1,6,-1,-1,1,4,-0.4,8,-11,10
CC1CCN(C(=O)Cn2c(=O)oc3ccccc32)CC1,5,-4,-8,-2,-6,0.1,5,2,7
Cc1ccc(C(NC(=O)N2CCCC2)C(Cl)(Cl)Cl)cc1F (stereo not drawn),3,3,1,-3,-3,1.4,-1,18,3
O=C1c2ccccc2NC2(CCCCC2)N1N=C1CCCCC1,0,-8,-2,-2,0,0.3,0,2,0
COc1ccc(O)c(/C=N/N2CCCCC2)c1,-3,2,-4,8,1,1.2,11,3,-3
CC(C)C(c1nnnn1C1CCCCC1)N1CCN(C(=O)c2ccco2)CC1 (stereo not drawn),8,-3,8,7,-2,-0.2,9,-1,4
COc1ccc(-c2nc(N)n(S(=O)(=O)c3ccc(C)cc3)n2)cc1,8,-4,1,5,1,-1.6,1,3,7
Cc1c(NC(=O)CN2CCCC(C)C2)ccc2nsnc12 (stereo not drawn),-22,-2,-1,0,0,-0.7,2,-5,-13
COc1ccc(OC)c(NC(=O)c2cc3oc4ccccc4c3cc2O)c1,-2,9,3,7,-2,0.9,4,-3,3
Cc1ccc(C(=O)CCC2CCCCC2=O)cc1 (stereo not drawn),3,0,2,5,4,0.3,1,1,6
Cc1ccc(NC(=S)NNC(=O)c2cccc([N+](=O)[O-])c2)cc1Cl,6,4,-1,10,5,0.4,-6,5,6
O=C(COc1ccc([N+](=O)[O-])cc1)NNC(=O)Nc1ccccc1F,4,4,0,-5,-2,0.6,4,-7,2
COc1ccc(CCC(=O)Nc2ccc(Br)cn2)cc1,9,-1,-7,0,-2,-1.9,5,-4,6
CC(C)C(=O)NCCc1nc(-c2ccccc2Cl)no1,1,-1,2,6,2,0.2,8,-4,-2
O=C(NCC1CC1)C1(C(F)(F)F)CC(CCc2ccccc2)CCCO1 (stereo not drawn),8,4,-1,-1,-4,-2.7,8,0,6
COCCn1nnnc1CN(CCc1ccccc1)Cc1cc2cc(OC)ccc2[nH]c1=O,16,-1,0,-1,-3,-4.0,-1,1,13

# Copied from the list.
# CC(=O)Nc1nc2c(s1)C(=O)NCC(C)(C)C2 | PME-1 primary: -3
# Cc1c(NC(=O)CN2CCCC(C)C2)ccc2nsnc12 (stereo not drawn) | MEX-5 binding: -0.7

# These rows are one share of the data. The share of hits here may be higher or lower than overall.
